# KOR beta-arrestin-1: KOR agonists, beta-arrestin recruitment, primary screen, cell-based, luminescence, uHTS (AID 1777); KOR beta-arrestin recruitment, luminescence; higher % means a stronger effect; activation, % at 10 µM; hits with a dose series show EC50 in µM; 0.02% of 280,000 active; in the data active = activation above about 50%, passing the limit was not always enough; also: a part of the inactive calls stands beside numbers as strong as those of hits
# NOD1 NF-kB reporter: inhibition of NOD1-driven NF-kB reporter – cell-based, luminescence, uHTS, primary screen (AID 1578); NOD1-driven NF-kB luciferase reporter cells, luminescence; higher % means a stronger effect; inhibition, % at 4 µM, or EC50 in µM where a hit was titrated; 1% of 290,000 active; in the data active = inhibition mostly above about 36%, no sharp cut-off; inactive = mostly below about 34%;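 also: HEK-293T reporter cells stimulated with the NOD1 agonist gamma-tri-DAP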
# GPR55 LPI antagonism: inhibition of LPI-stimulated GPR55 beta-arrestin translocation – imaging, U2OS, beta-arrestin-GFP, LPI agonist, primary screen (AID 2013) | inhibition, % at 10 µM; hits with a dose series show IC50 in µM | 0.13% of 290,000 active | U2OS GPR55 beta-arrestin-GFP translocation imaging, LPI antagonism; higher % means a stronger effect;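 active = spots per cell inhibited over 60%, with over 100 cells counted and total cytoplasm intensity under 500,000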;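 also: U2OS cells stably carrying GPR55 and arrestin-GFP stimulated by 5 µM LPI near EC80; imaged beta-arrestin-GFP aggregate spots per cell after agonist stimulation; plate controls were LPI-stimulated DMSO wells for no effect and DMSO wells without LPI for full effect; some results filed as inactive read as strong as hits; confirmed hits need IC50 under 10 µM and bright autofluorescent wells are also inconclusive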
# GPR35 antagonists: GPR35 antagonists blocking zaprinast-driven arrestin recruitment, primary screen, imaging, U2OS, beta-arrestin-GFP, zaprinast agonist (AID 2058); U2OS GPR35 beta-arrestin-GFP translocation imaging, zaprinast antagonism; higher % means a stronger effect; one-dose inhibition, % at 10 µM; IC50 in µM for titrated hits; 0.052% of 290,000 active;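 active = inhibition of at least 50% with at least 30 cells and total cytoplasm GFP at most 10,000,000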
# GPR55 beta-arrestin: GPR55 agonists via beta-arrestin recruitment, primary screen, imaging, U2OS cells, beta-arrestin-GFP redistribution (AID 1961); U2OS GPR55 beta-arrestin-GFP redistribution imaging; higher % means a stronger effect; activation, % at 10 µM; hits with a dose series show EC50 in µM; 0.048% of 290,000 active;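 active = activation above 40% with more than 50 cells counted in the well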;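 also: U2OS osteosarcoma cells stably expressing GPR55 and beta-arrestin-GFP; plate controls were DMSO negative control for no effect and LPI positive control for full effect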
# West Nile antiviral: West Nile virus antiviral activity, cell-based, CPE readout (AID 1621); West Nile virus-infected cells, CPE inhibition; higher % means a stronger effect; one-dose CPE inhibition, % at 10 µM; IC50 in µM for titrated hits; 0.02% of 290,000 active; in the data active = a potency from the dose series; also: strong numbers were not always called active
# KOR beta-arrestin-2: KOR antagonists, beta-arrestin recruitment, cell-based, luminescence, uHTS (AID 1778); 0.091% of 290,000 active; KOR beta-arrestin recruitment, luminescence, antagonist mode; higher % means a stronger effect; inhibition, % at 10 µM, or IC50 in µM where a hit was titrated; in the data active = inhibition above about 50%; also: strong numbers were not always called active
# Dengue-2 NS5 capping: Dengue-2 NS5 methyltransferase inhibitors, primary screen, biochemical, confirmation dose response (AID 588689). Dengue-2 NS5 methyltransferase capping enzyme assay, biochemical; higher % means a stronger effect. inhibition, % at 25 µM, or IC50 in µM where a hit was titrated. 0.3% of 340,000 active; in the data active = a potency from the dose series
# HIV fusion peptide: cell-free HIV fusion peptide-binding blockers – biochemical, uHTS, fluorescence dequenching, primary screen (AID 1986); cell-free peptide binding, fluorescence dequenching, 30 min; higher % means a stronger effect; 0.3% of 290,000 active; one-dose inhibition, % at 20 µM; IC50 in µM for titrated hits; in the data active = inhibition mostly above about 52%, no sharp cut-off; inactive = mostly below about 76%; also: some results filed as inactive read as strong as hits
# * marks the source's active call; other numbers are inactive results; nt = not tested or not shown; [ ] = another dose, or the depositor's remark. This is a subset; rates above refer to the full screens.
SMILES,KOR beta-arrestin-1,NOD1 NF-kB reporter,GPR55 LPI antagonism,GPR35 antagonists,GPR55 beta-arrestin,West Nile antiviral,KOR beta-arrestin-2,Dengue-2 NS5 capping,HIV fusion peptide
Cc1cccc2cc(CN(C(=O)c3cnccn3)C3CCCCC3)c(Cl)nc12,11%,2%,-2%,7%,-0.4%,-0.7%,23%,-2%,1.2%
COc1ccccc1N1CCN(/N=C/c2cc(OC)c(OC)c(OC)c2)CC1,-3.5%,19%,5%,5%,-0.3%,-0.4%,-33%,-2%,-2.8%
CCOc1ccccc1C(=O)NN1CCOCC1,-3.1%,-10%,-3%,8%,-0.2%,0.3%,2%,-7%,-0.7%
Cn1ncc([N+](=O)[O-])c1C(=O)NC1CCCCC1,5.5%,-25%,12%,1%,-0.1%,-0.3%,24%,-10%,2.5%
COc1ccccc1/C=C/CN1CCCC(CCC(=O)NCc2ccc(F)c(F)c2)C1 (centres undefined),nt,-42%,4%,-3%,-0.1%,-0.9%,-23%[20 µM],-2%,2.1%
Cc1ccccc1N1CCN(C2CCCN(C(=O)c3ccnn3C)C2)CC1 (centres undefined),23%,-14%,-7%,2%,-0.1%,-0.1%,-28%,-4%,-1.7%
O=C(Cn1ncc(Cl)c(Cl)c1=O)N1CCN(S(=O)(=O)c2ccc3ccccc3c2)CC1,-8.1%,49%,16%,7%,1.7%,-1.2%,-39%,-23%,1.5%
CCC(=O)N1CCN(c2ccccc2NC(=O)c2ccc(-c3cccc([N+](=O)[O-])c3)o2)CC1,4.8%,-13%,10%,16%,-0.3%,1.9%,-7%,-1%,-0.4%
Cc1ccc(C(=O)N/C(=C/c2cccs2)C(=O)NCc2ccco2)cc1,-2.4%,-18%,2%,-10%,-0.2%,-0.4%,28%,-6%,2.3%
Cc1ccc[n+](CC(=O)Nc2cccc(Cl)c2)c1,0.3%,-22%,2%,3%,-0.1%,-0.1%,-6%,-4%,-0.1%
Cc1cccc(N2CCN(C(=S)NC3CCCCC3)CC2)c1C,2.5%,6%,-9%,2%,-0.1%,0.4%,4%,-8%,-0.9%
Cc1[nH]n(-c2ncc(-c3ccc(Cl)cc3)s2)c(=O)c1C(c1ccc(Cl)cc1)C(C#N)C#N (centres undefined),-5.4%,67%*,-3%,-14%,0.5%,-0.9%,30%,23µM*,48%
Cc1ccc(C(=O)NCCCN2CCOCC2)cc1Cl,-3.2%,-13%,2%,-4%,0.0%,-0.2%,-29%[20 µM],-3%,-1.1%
COc1ccc(-c2csc(N)n2)cc1F,1.7%,1%,14%,-11%,-0.2%,0.5%,-13%,9%,-1.7%
Cc1nn(CCOc2cccc(Cl)c2)c(C)c1[N+](=O)[O-],-0.2%,-8%,5%,-3%,-0.2%,-0.8%,35%,0%,-1.4%
CSCC[C@H](NC(=O)[C@H](Cc1ccccc1)n1c(=O)[nH]c2ccccc2c1=O)C(=O)N1CCC(C(=O)O)CC1,0.5%,-7%,0%,-9%,0.5%,0.3%,-39%[20 µM],-3%,0.0%
CN1C(=O)C(C)(C)c2cc(S(=O)(=O)NCC3CCC(C(=O)NC4CCCCC4)CC3)ccc21 (centres undefined),2.2%,-6%,9%,6%,-0.2%,-0.5%,23%,-20%,2.3%
CC1(C(=O)OCc2cc(=O)n3cc(Br)ccc3n2)CC1(Cl)Cl (centres undefined),-2.3%,-44%,-1%,-11%,-0.6%,-0.4%,-10%,2%,-0.4%
CCOC(=O)N1CCC(NC(=O)c2ccc(CS(=O)(=O)c3ccc(OC)cc3)o2)CC1,2.5%,-10%,5%,8%,-0.2%,-0.3%,-18%,-3%,1.2%
COc1cccc(C(=O)Nc2ccc(NC(C)=O)cc2)c1,1.8%,-36%,11%,-11%,0.2%,0.3%,26%,-5%,1.1%
Cc1cccc(C(=O)N2CCCC(N3CCN(Cc4ccc5c(c4)OCO5)CC3)C2)n1 (centres undefined),12%,-12%,-8%,-1%,-0.1%,-0.9%,-24%,-5%,0.2%
CCn1c(SCC(=O)N2CCOCC2)nnc1-c1ccco1,-4.7%,10%,1%,-5%,0.1%,-0.8%,3%,-2%,0.4%
O=C1Nc2ccccc2N(O)N1c1ccc(S(=O)(=O)N2CCOCC2)cc1,6.9%,-16%,5%,-5%,0.3%,0.8%,-4%,1%,-0.8%
Cc1ccccc1NC(=S)NCc1ccc2c(c1)cc(C)n2C,0.1%,-10%,0%,-7%,-0.3%,0.0%,-10%,1%,3.0%
O=C(COc1ccc2ccccc2c1)N1CCNCC1,-1.7%,-46%,9%,-17%,-0.1%,-0.2%,-2%,-5%,0.5%

# In the list so far, these have a Cl atom.
SMILES,KOR beta-arrestin-1,NOD1 NF-kB reporter,GPR55 LPI antagonism,GPR35 antagonists,GPR55 beta-arrestin,West Nile antiviral,KOR beta-arrestin-2,Dengue-2 NS5 capping,HIV fusion peptide
Cc1cccc2cc(CN(C(=O)c3cnccn3)C3CCCCC3)c(Cl)nc12,11%,2%,-2%,7%,-0.4%,-0.7%,23%,-2%,1.2%
O=C(Cn1ncc(Cl)c(Cl)c1=O)N1CCN(S(=O)(=O)c2ccc3ccccc3c2)CC1,-8.1%,49%,16%,7%,1.7%,-1.2%,-39%,-23%,1.5%
Cc1ccc[n+](CC(=O)Nc2cccc(Cl)c2)c1,0.3%,-22%,2%,3%,-0.1%,-0.1%,-6%,-4%,-0.1%
Cc1[nH]n(-c2ncc(-c3ccc(Cl)cc3)s2)c(=O)c1C(c1ccc(Cl)cc1)C(C#N)C#N (centres undefined),-5.4%,67%*,-3%,-14%,0.5%,-0.9%,30%,23µM*,48%
Cc1ccc(C(=O)NCCCN2CCOCC2)cc1Cl,-3.2%,-13%,2%,-4%,0.0%,-0.2%,-29%[20 µM],-3%,-1.1%
Cc1nn(CCOc2cccc(Cl)c2)c(C)c1[N+](=O)[O-],-0.2%,-8%,5%,-3%,-0.2%,-0.8%,35%,0%,-1.4%
CC1(C(=O)OCc2cc(=O)n3cc(Br)ccc3n2)CC1(Cl)Cl (centres undefined),-2.3%,-44%,-1%,-11%,-0.6%,-0.4%,-10%,2%,-0.4%

# (continued)
SMILES,KOR beta-arrestin-1,NOD1 NF-kB reporter,GPR55 LPI antagonism,GPR35 antagonists,GPR55 beta-arrestin,West Nile antiviral,KOR beta-arrestin-2,Dengue-2 NS5 capping,HIV fusion peptide
NC(N)=N/N=C/c1ccc(Br)cc1,-3.2%,-18%,2%,11%,-0.8%,-1.2%,-33%,12%,-0.4%
Cc1ccccc1OCC(=O)NC1CCCCCCC1,-3.9%,-41%,0%,12%,nt,-1.4%,1%,1%,-0.8%
CC(OC(=O)c1cccs1)C(=O)NCc1ccco1 (centres undefined),-9.7%,-12%,1%,3%,-0.1%,-0.2%,-6%,-1%,-2.8%
CCn1c(SCC(=O)NC2CCCC2)nnc1-c1cccnc1,3.2%,-30%,5%,-8%,1.2%,0.1%,12%,-2%,-0.2%
O=C1CSC(c2ccccn2)N1c1ccc(Br)cc1 (centres undefined),4.7%,-18%,10%,5%,-0.2%,-0.4%,-5%,3%,0.2%
O=C(Nc1ccc(N2CCOCC2)cc1)c1cn2ccccc2n1,-2.7%,55%,3%,-1%,-0.1%,nt,-34%,2%,0.3%
CCN1CCN(C(=O)CN(CCc2ccccc2)S(C)(=O)=O)CC1,-3.4%,7%,9%,6%,-0.1%,-0.3%,14%,-5%,-0.7%
O=C(Nc1ccc(Cc2ccncc2)cc1)C1CCC(N2C(=O)C3C4C=CC(C5CC45)C3C2=O)CC1 (centres undefined),6.3%,-2%,2%,-8%,0.0%,-0.7%,25%,-5%,1.1%
CC1CCCC(NC(=O)Nc2cccs2)C1C (centres undefined),-0.2%,-6%,3%,9%,0.3%,0.3%,-14%,-16%,8.3%
CCN(CC)CCNC(=O)C(=O)NCC1OCCN1S(=O)(=O)c1cccs1 (centres undefined),0.9%,-38%,5%,2%,-0.1%,-0.3%,16%,0%,2.1%
O=C(O)CN1C(=O)/C(=C\c2cc([N+](=O)[O-])ccc2OCc2ccccc2Cl)SC1=S,2.8%,3%,6%,-2%,-0.4%,0.0%,-18%,31µM*,69%*
O=C(CSc1ccc(Cl)cc1)Nc1cccc(-c2nnc(-c3ccco3)o2)c1,49%,-36%,3%,4%,-0.2%,-0.8%,5%,2%,2.4%
CCOc1nc(OCC)c2cnn(C)c2n1,-1.7%,0%,6%,8%,0.3%,-0.2%,9%,-3%,0.2%
O=C(Nc1ccc(S(=O)(=O)Nc2cnc3ccccc3n2)cc1)c1cccc(OC(F)F)c1,-4.7%,-16%,-5%,-4%,0.2%,0.3%,31%,-4%,25%
Cc1ccc(Cl)cc1NC(=S)N/N=C/c1cccc2ccccc12,7.6%,4%,-12%,8%,-0.1%,-0.4%,-39%,5%,1.4%
CCN=C1S/C(=C\c2cn(C(C)=O)nc2-c2ccccc2)C(=O)N1CC,-6.0%,40%,-15%,-1%,0.3%,0.5%,3%,-6%,-2.4%
CCN(CCO)Cc1csc2ccccc12,-0.8%,-25%,-4%,4%,-0.4%,-1.0%,nt,3%,-0.3%
CCN=C(NCC)SC1CC(=O)N(c2cccc(OCC)c2)C1=O (centres undefined),6.0%,-21%,5%,4%,-0.2%,0.1%,8%,-6%,2.8%
OC1CNCc2cc3c(cc21)OCCO3 (centres undefined),-2.9%,-38%,5%,-2%,-0.2%,0.0%,46%,nt,0.9%
NS(=O)(=O)c1ccc(NC(=S)NC(=O)c2ccc(-c3ccccc3)cc2)cc1,0.5%,-31%,-26%,-7%,0.3%,0.3%,26%,-5%,-1.8%
CCOc1ccccc1N/C=C(\C#N)c1nc2ccccc2n1C,-1.6%,-29%,-9%,-5%,0.0%,1.3%,-12%,-9%,-0.5%
CCCc1c(O)nc(SCCN(CCC)CCC)[nH]c1=O,2.3%,-19%,2%,2%,0.3%,0.6%,-33%,-5%,-2.0%
Cn1c(=O)n(C)c2cc([N+](=O)[O-])c(N3CCN(C(=O)c4ccc(Cl)cc4)CC3)cc21,3.4%,-3%,16%,19%,0.2%,-0.6%,-4%,2%,0.9%
Cc1cccc(/C=C2\Sc3ccc(C(=O)N4CCOCC4)cc3N(C)C2=O)c1,0.2%,-20%,-7%,30%,0.3%,0.4%,5%,-13%,-1.4%
O=c1sc(N2CCN(c3ccccc3F)CC2)nc2ccsc12,-2.2%,-35%,4%,18%,-0.3%,-0.4%,-28%,-3%,1.0%
Nc1ccc(S(=O)(=O)NNC(=O)C(=O)NNc2ccccn2)cc1,-4.4%,-14%,-1%,2%,-0.4%,nt,10%,2%,-0.1%
COCCCNC(=S)N/N=C/c1ccc(OC)cc1,-3.2%,1%,7%,-8%,0.8%,0.5%,-11%,nt,0.2%
CCOC(=O)c1cnc2c(C)cccc2c1NCCCN1CCOCC1,-5.7%,-19%,13%,-1%,-0.1%,-1.3%,6%,nt,1.8%

# Screening results deposited in PubChem BioAssay by several laboratories.
